Screening data as filed in PubChem.
MC4R ag barr: agonists of human melanocortin 4 receptor (MC4R) beta-arrestin; U2OS MC4R beta-arrestin complementation, luminescence; percent of melanotan II response, DMSO zero; activation, % at 8.9 µM; actives 0.98% (n = 360,000); AID 540308;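 active means activation above a per-plate cutoff, the mean activation of sample wells on that plate plus 3 SD, cut at about 8% in these data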
Target sequence (P32245 whole entry, looked up): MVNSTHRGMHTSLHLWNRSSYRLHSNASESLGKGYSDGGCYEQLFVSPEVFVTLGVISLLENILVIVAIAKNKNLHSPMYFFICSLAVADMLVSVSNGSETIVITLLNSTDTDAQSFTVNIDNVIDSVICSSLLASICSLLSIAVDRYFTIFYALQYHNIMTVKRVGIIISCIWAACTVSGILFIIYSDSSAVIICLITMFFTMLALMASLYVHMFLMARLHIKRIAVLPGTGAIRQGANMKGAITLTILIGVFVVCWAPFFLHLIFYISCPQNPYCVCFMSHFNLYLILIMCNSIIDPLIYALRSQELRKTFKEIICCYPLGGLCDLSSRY
iPSC survival up: enhancers of human iPSC single-cell survival. actives 0.044% (n = 360,000). AID 602274. hiPSC single-cell survival, ATPlite luminescence; 100% = ROCK inhibitor wells, 0% = DMSO. survival enhancement, % at 20 µM; in the data active means survival enhancement above about 18%;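 further: cells exposed to compounds for 16 hours before the ATP read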
ABHD5-PLIN5 inh: ABHD5-PLIN5 protein interaction inhibition | Q00G26+Q8WTS1 | inhibition, % at 4 µM | actives 0.78% (n = 360,000) | Split G. princeps luciferase complementation, luminescence, 4 h;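 active means inhibition above the mean inhibition across every tested compound plus 3 SD, cut at about 22% in these data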;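 further: 0% = DMSO only wells and the 100% control is not disclosed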
MC4R antag cAMP: human MC4R antagonism in cAMP assay; P32245; MC4R-expressing cells, MTII-stimulated cAMP, LANCE TR-FRET; inhibition, % at 6.5 µM; actives 0.48% (n = 360,000);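 active means inhibition above its plate's cutoff, the mean of tested wells on that plate plus 3 SD, cut at about 29% in these data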;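 further: 0% = Melanotan II alone and 100% = Melanotan II plus saturating MCL0020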
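System: U2OS cells stably expressing human melanocortin 4 receptor (MC4R). Reagent: Melanotan II challenge after compound preincubation. Doses: 6.5 µM. Times: 30-min compound, 1-h challenge, 1-h detection, room temperature. Measured by: TR-FRET with Eu-cAMP and labeled anti-cAMP, 671 nm. Replicates: singlicate.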
Glyco luc inh: N-linked glycosylation inhibition; D54 ERlucT glycosylation luciferase reporter, 24 h; percent of 100 nM tunicamycin response; reporter increase, % at 12.5 µM; actives 0.23% (n = 360,000);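 active means mean luciferase reporter signal, scaled so untreated is 0 and the glycosylation-blocking control 100, at or above a set limit in every replicate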;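 further: luciferase carries N-glycosylation sites so blocking glycosylation raises the light; 0% = median of neutral control wells and 100% = median of 100 nM tunicamycin wells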
H9c2 protect: protects H9c2 cardiomyocytes from peroxide injury | H2O2 injury protection, ATPLite, 2 h | protection from H2O2 cell death, % at 20 µM | actives 0.63% (n = 360,000) | AID 588492;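 active means compounds giving at least 50% protection of heart cells from peroxide-induced death in the single-dose screen, raw or plate-pattern-corrected value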;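 further: 0% = DMSO wells with peroxide and 100% = DMSO wells without peroxide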
ABCB6 inh MLPCN: human ABCB6 transporter inhibition; Q9NP58; fluorescence ratio to DMSO, % at 10 µM; actives 0.19% (n = 360,000); K562-ABCB6 porphyrin accumulation, flow cytometry, 1 h; stronger effect = lower value;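 active means fluorescence ratio to DMSO below 75%, the collection mean minus 3 SD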;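 further: signal is porphyrin accumulated inside mitochondria; 100% equals median channel fluorescence of DMSO control wells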
aDG glyco up: increases alpha dystroglycan glycosylation. actives 0.22% (n = 360,000). Pro5-aDG cells, alpha-DG glycosylation AlphaScreen (IIH6); 0% Pro5, 100% B10-LARGE cell signal. AID 624168. activation, % at 10 µM;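 active means activation of at least 8% versus controls, or a plate z-score of at least 8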;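 further: Pro5 are CHO cells carrying HIG-tagged alpha-DG that lacks glycosylation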
Exocytosis inh: lytic granule exocytosis inhibition | TALL-104 LAMP-1 surface exposure, flow cytometry; cells stimulated with thapsigargin and PMA | inhibition, % at 10 µM | actives 0.66% (n = 360,000) | AID 651702;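 active means inhibition above about 55%, limit read from the data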
HTR2A ag: activates the mouse 5-HT2A serotonin receptor; P35363; CHO-K1 mHTR2A beta-arrestin complementation, luminescence; percent of 30 µM serotonin response; activation, % at 7.6 µM; actives 0.66% (n = 360,000); AID 624169;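 active means activation above a run cutoff, the mean activation of all tested compounds plus 3 SD, cut at about 14% in these data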;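 further: 0% = plate median of compound wells and 100% = 30 µM serotonin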
Target sequence (P35363 whole entry, looked up): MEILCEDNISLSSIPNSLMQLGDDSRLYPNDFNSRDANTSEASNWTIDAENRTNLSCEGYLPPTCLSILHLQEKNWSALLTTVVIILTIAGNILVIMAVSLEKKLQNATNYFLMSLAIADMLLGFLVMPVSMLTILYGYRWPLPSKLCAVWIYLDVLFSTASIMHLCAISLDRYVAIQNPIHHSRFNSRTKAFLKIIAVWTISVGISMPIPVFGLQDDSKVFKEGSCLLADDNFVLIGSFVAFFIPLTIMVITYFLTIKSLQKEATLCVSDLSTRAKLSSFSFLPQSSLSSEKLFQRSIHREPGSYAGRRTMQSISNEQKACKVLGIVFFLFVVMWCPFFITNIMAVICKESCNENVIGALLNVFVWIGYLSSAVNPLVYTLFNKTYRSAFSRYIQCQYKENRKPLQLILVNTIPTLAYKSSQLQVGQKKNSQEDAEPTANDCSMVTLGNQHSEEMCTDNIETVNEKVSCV
* hit, by the source's call; . = no result given.

no.	Molecule	MC4R ag barr	iPSC survival up	ABHD5-PLIN5 inh	MC4R antag cAMP	Glyco luc inh
1	COc1ccc(S(=O)(=O)NCCSCc2ccco2)cc1OC	-0.5	-0.9	0	0	2
2	COc1cc(NC(=O)Nc2ccc3c(c2)OCO3)cc(OC)c1OC	0.1	2.4	-2	1	0
3	O=C(OCc1cn([C@@H]2CN(Cc3cccs3)[C@@H](c3ccccc3)C[C@H]2O)nn1)c1ccccc1	3.3	2.7	-6	-5	4
4	Cc1cc(C(=O)Nc2ccccc2)oc(=O)c1	0.5	-0.3	0	7	-1
5	Cc1onc(-c2ccccc2Cl)c1C(=O)NCCN1CCOCC1	2.7	0.5	2	8	1
6	Cc1cc2cccc(C)c2nc1SCC(=O)NC1CCCCC1	-0.5	-0.7	8	-2	-1
7	Oc1ccc(C[C@H]2CN([C@@H](Cc3ccccc3)CN3CCC[C@@H]3CN3C(=S)NC[C@@H]3Cc3ccccc3)C(=S)N2CC2CCCCC2)cc1	.	-1.7	5	.	-11
8	COc1ccc(C(NC(=O)c2cccnc2)c2cc(Cl)c3cccnc3c2O)cc1OC (stereo not drawn)	0.7	5.6	-2	17	-10
9	COc1ccc(CCNC(=O)c2ccc(Br)cc2)cc1	-1.0	-0.5	-4	7	-1
10	Cc1ccc(Oc2c(C)nc(-c3ccccc3)[nH]c2=O)cc1	-2.5	-0.1	-2	-4	1
11	Cc1nc(C)c(C(=O)N2CCCC(C(=O)c3ccc(Cl)cc3C)C2)s1 (stereo not drawn)	-0.8	-0.4	-5	20	-3
12	COc1ccc(C(=O)Nc2c(N)nc(SCC(=O)Nc3ccc(NC(C)=O)cc3)[nH]c2=O)cc1OC	-1.4	0.5	1	-1	1
13	C=CCCC(=O)Nc1nc(C)c(-c2csc(Nc3ccccc3OC)n2)s1	-1.1	4.5	-22	-7	13
14	O=C(NCc1nc2ccccc2[nH]1)C1=C[C@H](c2ccc3c(c2)OCO3)C[C@H](OCc2ccc(CO)cc2)O1	-0.4	4.0	4	-3	2
15	Cc1cccc(NC(=O)Cc2nnc(NC(=O)Nc3ccccc3F)s2)c1	4.4	0.8	-2	4	-2

no.	H9c2 protect	ABCB6 inh MLPCN	aDG glyco up	Exocytosis inh	HTR2A ag
1	-2	100	0.2	-2	0
2	1	105	0.0	-4	5
3	1	98	0.0	0	1
4	2	102	0.0	-7	4
5	10	105	0.0	2	1
6	0	91	0.2	13	3
7	-9	98	-0.2	28	1
8	44	115	0.1	-5	-4
9	-3	94	0.2	5	-4
10	-7	104	0.0	2	0
11	-4	102	0.2	6	4
12	-3	96	0.1	2	-9
13	-2	104	0.4	4	-4
14	4	96	0.3	12	-2
15	-5	98	0.2	-6	4

Remaining list, next part:
no.	Molecule	MC4R ag barr	iPSC survival up	ABHD5-PLIN5 inh	MC4R antag cAMP	Glyco luc inh
16	CN1CCN(NC(=O)c2ccc(Cl)s2)CC1	1.5	-0.6	7	-4	1
17	CCCCOc1ccccc1N1CCN(CCCN2C(=O)C3CCCN3C2=O)CC1 (stereo not drawn)	-1.2	-0.3	1	-3	-1
18	N#Cc1c(N)nc2c3c(sc(=N)c2c1N)NC(=O)CC3c1ccccc1 (stereo not drawn)	-2.1	-2.4	3	-24	7
19	O=C1CCC(C(=O)N2CCCC2)CN1Cc1cccc(C(F)(F)F)c1 (stereo not drawn)	-0.1	-0.3	0	1	-1
20	O=[N+]([O-])c1ccc(N2CCOCC2)cc1	-1.1	0.4	4	2	2
21	Cc1cc(C(=O)Cn2cc([N+](=O)[O-])ccc2=O)c(C)n1CC1CCCO1 (stereo not drawn)	-2.2	0.3	0	2	3
22	O=C(Nc1ccc(N2CCN(C(=O)c3ccco3)CC2)cc1)c1ccccc1	-0.6	1.0	-11	12	-3
23	Cc1ccc(C(=O)Oc2ccc(-c3nccc(-c4ccccn4)n3)cc2)cc1	-1.7	-1.1	-2	4	1
24	Cc1cc(C)c(NC(=O)COc2ccc(-n3cnnn3)cc2)c(C)c1	2.8	0.5	7	6	2
25	CS(=O)(=O)c1cccc(-c2nnc(NC(=O)c3ccc(S(=O)(=O)N4CCCC4)cc3)o2)c1	-3.0	-0.1	0	3	2
26	CCCCc1ccc(NC(=O)CSc2nnc(C)c(=O)n2N)cc1	-2.6	-0.1	-4	0	1
27	FC(F)(F)c1cnc(-c2cnc(-c3ccncc3)nc2)c(Cl)c1	0.0	-0.5	0	5	1
28	CC(=O)N(c1ccc(C(C)C)cc1)C1C=CS(=O)(=O)C1 (stereo not drawn)	-0.5	1.5	1	2	2
29	Cc1cc2n(n1)C(c1cn(-c3ccccc3)nc1C)Nc1ccccc1-2 (stereo not drawn)	0.8	-1.8	3	13	1
30	Cc1cc(N(C)C)nc(Nc2ccccc2)n1	-2.3	0.4	1	-4	-7

no.	H9c2 protect	ABCB6 inh MLPCN	aDG glyco up	Exocytosis inh	HTR2A ag
16	-4	100	0.3	3	2
17	2	101	-0.1	0	-7
18	16	108	0.3	-1	-1
19	1	100	-0.1	2	-4
20	-2	107	0.1	-7	-1
21	-5	99	-0.2	0	-2
22	8	99	0.9	2	6
23	-14	96	0.1	6	-2
24	0	98	0.2	-4	1
25	-2	95	-0.2	-5	-5
26	-6	97	-0.2	12	0
27	3	93	0.6	-1	2
28	11	97	0.0	-1	2
29	-5	102	0.5	-2	0
30	-8	94	0.5	0	-18

Compound profiles, as listed above. Values in the order: MC4R ag barr	iPSC survival up	ABHD5-PLIN5 inh	MC4R antag cAMP	Glyco luc inh	H9c2 protect	ABCB6 inh MLPCN	aDG glyco up	Exocytosis inh	HTR2A ag
O=[N+]([O-])c1ccc(N2CCOCC2)cc1 as listed: -1.1	0.4	4	2	2	-2	107	0.1	-7	-1
Cc1cc(C(=O)Cn2cc([N+](=O)[O-])ccc2=O)c(C)n1CC1CCCO1 (stereo not drawn) as listed: -2.2	0.3	0	2	3	-5	99	-0.2	0	-2

A draw from above in order of molecular weight, descending:
no.	Molecule	MC4R ag barr	iPSC survival up	ABHD5-PLIN5 inh	MC4R antag cAMP	Glyco luc inh
25	CS(=O)(=O)c1cccc(-c2nnc(NC(=O)c3ccc(S(=O)(=O)N4CCCC4)cc3)o2)c1	-3.0	-0.1	0	3	2
21	Cc1cc(C(=O)Cn2cc([N+](=O)[O-])ccc2=O)c(C)n1CC1CCCO1 (stereo not drawn)	-2.2	0.3	0	2	3
16	CN1CCN(NC(=O)c2ccc(Cl)s2)CC1	1.5	-0.6	7	-4	1

no.	H9c2 protect	ABCB6 inh MLPCN	aDG glyco up	Exocytosis inh	HTR2A ag
25	-2	95	-0.2	-5	-5
21	-5	99	-0.2	0	-2
16	-4	100	0.3	3	2

(listing goes on)
no.	Molecule	MC4R ag barr	iPSC survival up	ABHD5-PLIN5 inh	MC4R antag cAMP	Glyco luc inh
31	COc1ccc(/C=N/Nc2ncnc3sc(C)c(C)c23)cc1	1.7	-0.8	-9	3	1
32	O=C(CSc1nnc(CNC(=O)c2cccs2)o1)Nc1ccccc1	1.2	1.0	7	-7	3
33	CC(C)c1ccc(NC2CCCN(C(=O)CCN3CCCCC3=O)C2)cc1 (stereo not drawn)	-2.2	0.7	2	3	-1
34	CC1Oc2ccccc2N(CC(=O)c2ccccc2)C1=O (stereo not drawn)	-0.4	0.1	4	-6	4
35	Cn1nc(C(C)(C)C)c([N+](=O)[O-])c1C(=O)Nc1ccccc1	0.0	-2.0	-7	-4	-2
36	Cc1nc2c(-c3ccccc3)c(C)nn2c(C)c1CC(=O)O	0.1	7.3	-7	7	1
37	O=[N+]([O-])c1ccc(OCCOCCOc2ccc([N+](=O)[O-])cc2)cc1	-0.8	0.4	-4	7	1
38	Cc1ccccc1NC1(C#N)C(=O)Nc2ccccc21 (stereo not drawn)	1.3	-1.6	-8	9	0
39	O=C(COc1ccc([N+](=O)[O-])cc1)NC(=O)NC1CCS(=O)(=O)C1 (stereo not drawn)	-3.5	0.2	-6	7	3
40	CCN(CC)S(=O)(=O)c1ccc(C(=O)Nn2cnnc2)cc1	0.3	-0.6	-2	19	1
41	CCOc1cc(/C=C2\C(=O)NN(c3ccccc3)C2=O)cc([N+](=O)[O-])c1O	-3.4	-1.9	-1	-3	0
42	S=C(c1cn(Cc2ccccc2)c2ccccc12)N1CCOCC1	-0.6	1.4	1	14	-2
43	CN(CCCC1CCCC1)C(=O)c1cc(COc2ccc(F)cc2F)on1	0.9	0.4	-4	-5	-1
44	CCC(c1nnnn1-c1ccc2c(c1)OCCO2)N1CCN(c2ccc(C(F)(F)F)cc2[N+](=O)[O-])CC1 (stereo not drawn)	.	-0.7	1	.	.
45	CC1(C)SC2c3ccccc3C(=O)N2[C@@H]1C(=O)NC1CCCC1 (stereo partly drawn)	-0.9	-0.1	4	2	-3

no.	H9c2 protect	ABCB6 inh MLPCN	aDG glyco up	Exocytosis inh	HTR2A ag
31	4	97	-0.2	-5	5
32	-3	89	0.0	0	9
33	-5	99	-0.1	-12	13
34	4	100	0.0	-3	-6
35	-6	98	0.0	0	2
36	-3	106	-0.2	-2	1
37	-8	96	0.2	-5	-1
38	-4	104	0.7	-1	1
39	8	100	-0.4	-13	7
40	-3	99	0.1	-4	-7
41	0	99	0.0	0	-3
42	-2	97	0.6	-1	-4
43	-9	96	0.5	-3	-5
44	.	95	-0.1	-1	0
45	-1	100	0.1	8	-4

(more compounds)
no.	Molecule	MC4R ag barr	iPSC survival up	ABHD5-PLIN5 inh	MC4R antag cAMP	Glyco luc inh
46	CCOc1ccc(NC(=O)C2CCCN(c3nc(C)cc(C)n3)C2)cc1 (stereo not drawn)	-1.6	0.0	3	18	-1
47	CCOc1ccc(NC(=O)CN(C)C(=O)c2cc3c(s2)CCC(C)C3)cc1OCC (stereo not drawn)	-0.6	0.6	-8	-5	4
48	C=CCOc1ccccc1NC(=O)CN1C(=O)CNC1=O	-2.6	-0.2	3	1	3
49	Cc1cc(C(=O)N/N=C/c2cc(Br)cc(Br)c2OC(=O)c2cccc(F)c2)n[nH]1	-2.8	1.1	-4	3	-2
50	Cn1cnc2c1c(=O)n(Cc1c(Cl)cccc1Cl)c(=O)n2C	0.5	-0.3	4	-2	1
51	CCN(CC)S(=O)(=O)c1cccc(NC(=O)c2cncc(Br)c2)c1	0.4	-2.0	2	22	-3
52	CCOC(=O)C1(Cc2ccc(OC)cc2)CCN(C(=O)C2CCCO2)CC1 (stereo not drawn)	0.2	-0.3	0	12	1
53	CCCn1nnnc1NCc1c(F)cccc1Cl	-0.7	0.0	-10	5	0
54	COc1ccc(-c2noc(CN(C)C(=O)c3ccoc3C)n2)cc1OC	1.9	-0.6	4	-4	-2
55	O=C(Nc1ccc(F)cc1)c1ccc(CSc2ccc(Cl)cc2)o1	-0.8	-0.7	1	1	0
56	CC(C)(C)C(=O)N1CCN(c2ccc([N+](=O)[O-])cc2-n2cccc2)CC1	-0.9	-0.7	-1	3	-2

no.	H9c2 protect	ABCB6 inh MLPCN	aDG glyco up	Exocytosis inh	HTR2A ag
46	4	103	-0.1	-7	-3
47	-8	90	-0.1	9	3
48	-4	94	0.0	7	-1
49	83*	102	-0.2	-5	-1
50	4	93	-0.1	4	-2
51	1	94	-0.2	-1	0
52	1	104	0.5	-13	-1
53	-1	96	-0.1	-12	-8
54	2	90	0.0	-10	-4
55	-5	102	0.0	54	-7
56	9	96	-0.1	-1	1
